Assay outcomes from PubChem BioAssay.
CHRM5 antagonist: human M5 muscarinic receptor antagonists, primary screen, CHO cells, Fluo-8 calcium fluorescence. Muscarinic acetylcholine receptor M5 (Homo sapiens), P08912. CHO-hM5 cells, ACh EC80. inhibition, % at 3 µM. actives 0.59% (n = 360,000);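 active = inhibition above a per-plate cutoff, the mean of that plate's test compounds plus 3 SD, cut at about 27% in these data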;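 also: 0% = acetylcholine EC80 with DMSO and 100% = DMSO without agonist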
CHRM1 PAM: human M1 muscarinic receptor positive allosteric modulators, primary screen, CHO-K1 cells, Fluo-8 calcium fluorescence, 1536-well | CHO-K1 hM1, ACh EC20; 0% = ACh EC20, 100% = maximal ACh | actives 0.088% (n = 360,000) | activation, % at 3 µM | AID 588819, 2011; in the data active = activation above about 19%, passing the limit was not always enough
CHRM5 agonist: human M5 muscarinic receptor agonists, primary screen, CHO-K1 cells, Fluo-8 calcium fluorescence. activation, % at 3 µM. CHO-K1 hM5 cells; 0% DMSO wells, 100% maximal acetylcholine response. actives 0.19% (n = 360,000). Muscarinic acetylcholine receptor M5 (Homo sapiens), P08912;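 active = activation above the run's mean over test compounds plus 3 SD, cut at about 23% in these data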;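 also: signal is peak over basal fluorescence ratio across the kinetic read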
CHRM1 antagonist: human M1 muscarinic receptor antagonists, primary screen, CHO-K1 cells, Fluo-8 calcium fluorescence, 1536-well; Muscarinic acetylcholine receptor M1 (Homo sapiens), P11229; CHO-K1 hM1, ACh EC80 antagonist; inhibition, % at 3 µM; actives 1.3% (n = 360,000); AID 588852, 2011;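 active = percent inhibition above its own plate's cutoff, namely the mean of that plate's compound wells plus 3 SD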;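 also: peak over basal fluorescence ratio during 140 s after agonist addition; 0% = ACh EC80 plus DMSO and 100% = DMSO alone without agonist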
CHRM1 agonist: human M1 muscarinic receptor agonists, primary screen, Fluo-8 calcium fluorescence, CHO-K1 cells, HTS | activation, % at 3 µM | CHO-K1 hM1, agonist mode; 0% DMSO, 100% acetylcholine EC100 | Muscarinic acetylcholine receptor M1 (Homo sapiens), P11229 | actives 0.33% (n = 360,000);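 active = activation above the run's mean compound activation plus 3 SD, cut at about 16% in these data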;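 also: peak over basal fluorescence ratio within a 140 s kinetic read after compound addition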
M4 ag: human M4 muscarinic receptor agonists, primary screen, CHO-K1 cells, Fluo-8 calcium fluorescence. Muscarinic acetylcholine receptor M4 (Homo sapiens), P08173. CHO-K1 hM4/Gqi5; vehicle 0%, full acetylcholine response 100%. activation, % at 3 µM. actives 0.14% (n = 360,000). AID 624127, 2012;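 active = activation above the run mean over all test wells plus 3 SD, cut at about 32% in these data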;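 also: peak over basal fluorescence ratio per well then scaled between controls; 0% = DMSO wells and 100% = acetylcholine at EC100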
Target sequence (P08173 whole entry, looked up): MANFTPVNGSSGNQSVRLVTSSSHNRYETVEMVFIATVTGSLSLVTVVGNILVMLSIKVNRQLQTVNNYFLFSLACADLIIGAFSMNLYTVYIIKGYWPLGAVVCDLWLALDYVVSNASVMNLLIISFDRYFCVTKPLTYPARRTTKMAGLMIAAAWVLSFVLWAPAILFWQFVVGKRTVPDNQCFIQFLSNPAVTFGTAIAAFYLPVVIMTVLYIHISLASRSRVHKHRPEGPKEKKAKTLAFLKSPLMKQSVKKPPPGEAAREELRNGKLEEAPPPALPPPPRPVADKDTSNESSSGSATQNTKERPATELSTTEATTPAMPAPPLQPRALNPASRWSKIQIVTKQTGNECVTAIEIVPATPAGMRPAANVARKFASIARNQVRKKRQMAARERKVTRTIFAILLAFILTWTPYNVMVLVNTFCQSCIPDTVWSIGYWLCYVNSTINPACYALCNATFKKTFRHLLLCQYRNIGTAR
CHRM4 antagonist: human M4 muscarinic receptor antagonists, primary screen, CHO cells, Fluo-8 calcium fluorescence | actives 0.73% (n = 360,000) | AID 624125, 2012 | CHO-hM4 cells, ACh EC80 | inhibition, % at 3 µM;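 active = inhibition above its plate's cutoff, the mean inhibition of sample wells plus 3 SD, cut at about 27% in these data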;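 also: 0% = acetylcholine EC80 with DMSO and 100% = DMSO without agonist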
TAAR1 agonist: human TAAR1 agonists, primary screen, Fluo-8 calcium fluorescence, CHO RD-HGA16 cells | actives 0.99% (n = 360,000) | activation, % at 3 µM | vehicle wells 0%, saturating PEA agonist 100% | Trace amine-associated receptor 1 (Homo sapiens), Q96RJ0 | AID 624467, 2012;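 active = activation above the mean activation of all test compounds in the run plus 3 SD, cut at about 38% in these data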
Target sequence (Q96RJ0 whole entry, looked up): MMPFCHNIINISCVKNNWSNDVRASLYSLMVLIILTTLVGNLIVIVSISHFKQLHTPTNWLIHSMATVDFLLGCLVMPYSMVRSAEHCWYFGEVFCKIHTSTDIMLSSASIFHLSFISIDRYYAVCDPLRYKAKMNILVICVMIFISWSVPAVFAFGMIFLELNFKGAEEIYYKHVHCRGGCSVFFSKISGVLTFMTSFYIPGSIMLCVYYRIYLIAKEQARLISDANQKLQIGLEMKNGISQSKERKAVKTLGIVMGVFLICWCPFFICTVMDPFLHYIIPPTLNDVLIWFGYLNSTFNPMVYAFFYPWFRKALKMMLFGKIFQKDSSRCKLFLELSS
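Assay system – CHO-derived RD-HGA16 cells with stable Gα16 and human TAAR1 · Compound dosing – one-point dosing at 3 µM (nominal) · Incubation – 17-24 h seeding, 75 min 37 °C dye, 30 min RT · Measured by – kinetic Fluo-8 calcium fluorescence · Control set – DMSO vehicle as 0%, PEA at EC100 as 100% · Repeats – single well for each compound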
M5 PAM: human M5 muscarinic receptor positive allosteric modulators, primary screen, CHO-K1 cells, Fluo-8 calcium fluorescence; Muscarinic acetylcholine receptor M5 (Homo sapiens), P08912; CHO-K1 hM5, ACh EC20 PAM; 0% = ACh EC20, 100% = ACh EC100; activation, % at 3 µM; actives 0.3% (n = 360,000); AID 624038, 2012;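 active = activation above the run cutoff, the mean activation of all test compounds plus 3 SD, cut at about 18% in these data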
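system = human M5 receptor in CHO-K1 cells | compound = one concentration, 3 µM final (nominal) | schedule = Post-acetylcholine fluorescence recording 140 s | signal = Fluo-8 calcium dye fluorescence, kinetic read | benchmarks = low control EC20 acetylcholine (0%), high control EC100 acetylcholine (100%) | repeats = singlicate, one well per test compound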
* = called active by the depositor; . = no result given. Not all compounds are listed. The share of hits here may be higher or lower than overall.

(1) COc1ccc(CNC(=O)C2CC(c3cccc(OC)c3)=NO2)cc1 (stereo not drawn)
(2) C=CC1=C(C(=O)O)N2C(=O)[C@@H](NC(=O)/C(=N/OCC(=O)O)c3csc(N)n3)[C@H]2SC1
(3) CC(=O)Nc1ccc(S(=O)(=O)N2CCN(c3cnn(C)c(=O)c3Cl)CC2)cc1
(4) CC1CCN(Cc2c(C(=O)N/N=C/c3ccc(OC(C)C)cc3)nnn2-c2nonc2N)CC1
(5) COc1ccc2c(C)cc(SCC(=O)Nc3c(C)n(C)n(-c4ccccc4)c3=O)nc2c1
(6) Nc1cc(S(=O)(=O)O)cc2ccc(S(=O)(=O)O)cc12
(7) CCN(CC)C(=O)CSc1nc(N)c(C(=O)Nc2ccc(OC)cc2)s1
(8) CCN(CC(=O)Nc1ccc2c(c1)OCCO2)Cc1cc(=O)oc2c(C)c(C)ccc12
(9) CSc1ccc(C(=O)C2CCCN(Cc3cccc4nccnc34)C2)cc1 (stereo not drawn)
(10) Cc1ccc(CN(Cc2cc3cc4c(cc3[nH]c2=O)OCCO4)Cc2nnnn2Cc2ccco2)cc1
compound no.,1,2,3,4,5,6,7,8,9,10
CHRM5 antagonist,6,-2,-5,5,-9,2,7,3,5,-9
CHRM1 PAM,0,3,10,10,3,3,-4,-7,-25,18
CHRM5 agonist,1,0,-2,-2,-2,5,1,-1,-19,2
CHRM1 antagonist,1,-30,-15,-1,0,-7,7,11,68*,-16
CHRM1 agonist,-1,-2,-9,0,-4,0,-5,-13,-8,-1
M4 ag,7,1,-1,2,2,0,4,6,3,0
CHRM4 antagonist,-2,-12,-20,-10,-21,-4,0,14,-8,-11
TAAR1 agonist,13,0,7,18,15,1,6,2,4,8
M5 PAM,-10,0,-1,7,4,10,-3,-5,0,8

(11) COC(=O)COc1cc(Cl)c(C=O)cc1OC
(12) NC(=O)C1CCN(C(=O)c2ccc3nc(-c4ccccc4)c(-c4ccccc4)nc3c2)CC1
(13) CCOC(=O)C1=CC(=O)CC(C)(C)O1
(14) C=CCc1cc(C)ccc1OCCCn1ccnc1
(15) CCOc1ccc(/C(O)=C2/C(=O)C(=O)N(CC3CCCO3)C2c2ccco2)cc1 (stereo not drawn)
(16) Cc1ccc(Cn2ccc(NC(=O)c3nn(C)cc3Cl)n2)cc1
(17) CN(C)C(=O)c1snnc1-c1ccccc1
(18) O=C(Nc1ccc2c(c1)OCCO2)C(=S)NCc1ccccc1
(19) OCc1nc2ccccc2n1CCOc1ccccc1
(20) O=S(=O)(c1cccc(S(=O)(=O)N2CCOCC2)c1)N1CCCCCC1
compound no.,11,12,13,14,15,16,17,18,19,20
CHRM5 antagonist,-1,9,-4,12,-1,-4,-2,2,11,3
CHRM1 PAM,10,0,-1,-4,8,3,0,8,-2,-1
CHRM5 agonist,1,-9,5,-22,2,-2,-2,1,-14,5
CHRM1 antagonist,-1,2,-1,4,-9,-20,-1,-14,1,-2
CHRM1 agonist,-3,-4,-3,-10,4,-3,-2,-4,-7,-2
M4 ag,1,6,1,2,0,1,1,1,1,3
CHRM4 antagonist,-2,4,0,17,-4,-11,-7,0,-3,-5
TAAR1 agonist,4,2,0,2,1,4,2,-1,1,5
M5 PAM,7,-1,4,1,-1,-1,1,2,-5,0

(21) Cc1[nH]c2ccccc2c1C(=O)CSc1ncn[nH]1
(22) NCCN1C(=O)S/C(=C\c2ccc3c(c2)OCO3)C1=O
(23) O=C1c2ccccc2C(c2nnnn2Cc2ccccc2)N1Cc1ccc2c(c1)OCO2 (stereo not drawn)
(24) COc1ccc(S(=O)(=O)N2CCN(C(=O)N3CCOCC3)C2C)cc1 (stereo not drawn)
(25) Cc1cc(=O)[nH]c(SCC(=O)c2ccc(O)c(O)c2)n1
(26) C=CCn1c(SCc2nc3sc4c(c3c(=O)[nH]2)CCCC4)nc2ccccc2c1=O
(27) CCc1cc(-c2cnnn2Cc2ccccc2)ccc1-c1cn(CC(C)C)nn1
(28) COc1ccc(NC(=O)CCNC(=O)c2ccco2)cc1S(=O)(=O)N(C)C
(29) O=C(CNC(=O)Cc1ccccc1)NCC(=O)OCC(=O)c1ccc(Cl)cc1
(30) CCN(CC)CCNC(=O)C(=O)NCC1OCCN1S(=O)(=O)c1ccc(Cl)cc1 (stereo not drawn)
compound no.,21,22,23,24,25,26,27,28,29,30
CHRM5 antagonist,4,14,-11,5,2,-6,-3,5,10,-6
CHRM1 PAM,9,4,.,10,6,10,-7,13,8,-2
CHRM5 agonist,0,-1,6,-1,1,0,1,-2,-1,-4
CHRM1 antagonist,-6,-10,.,-9,-15,-7,-2,-11,1,6
CHRM1 agonist,-3,-7,.,-1,-2,-4,-6,-4,0,-6
M4 ag,3,1,4,0,-1,0,10,2,0,2
CHRM4 antagonist,-2,3,-5,2,14,-5,-4,-6,1,6
TAAR1 agonist,2,14,1,2,2,0,2,3,0,1
M5 PAM,-2,-6,-3,-2,-1,4,-10,6,-9,5

(31) CCCN1CCC(NC(=O)c2cccc(Oc3ccccc3)c2)CC1
(32) Nc1ccc2nc(SCC(=O)N3CCN(c4ccccc4)CC3)sc2c1
(33) Cc1cccc(NC(=O)Nc2ccc(Cl)cc2)n1
(34) CCCNCC1C(Oc2ccc(Cl)cc2)C(=O)N1c1ccccc1C (stereo not drawn)
(35) COC(C(=O)C(O)C(C)O)C1Cc2cc3cc(OC4CC(OC5CC(O)C(O)C(C)O5)C(O)C(C)O4)c(C)c(O)c3c(O)c2C(=O)C1OC1CC(OC2CC(OC3CC(O)C(OC)C(C)O3)C(O)C(C)O2)C(O)C(C)O1 (stereo not drawn)
(36) O=C(Nc1ccc2nc(-c3ccco3)c(-c3ccco3)nc2c1)NC1CC1
(37) O=C(Nc1cccc(Cl)c1)c1cc(-c2ccco2)on1
(38) CCCCN(C=O)c1c(CC)nc2ccc(C(=O)NCc3cccs3)cn12
(39) CC1=NNC(=O)C1CC(=O)N/N=C(\C)c1cccs1 (stereo not drawn)
(40) O=C(NC1CCCCC1)c1ccc(S(=O)(=O)c2ccccc2)cc1
compound no.,31,32,33,34,35,36,37,38,39,40
CHRM5 antagonist,5,15,0,-4,1,-1,-5,-11,-23,8
CHRM1 PAM,11,-1,-1,7,5,6,-9,13,10,-8
CHRM5 agonist,-6,1,1,-1,7,0,-2,0,0,1
CHRM1 antagonist,-20,7,5,-10,-21,-18,2,-24,-1,8
CHRM1 agonist,-6,-4,-1,-7,7,-2,-8,-4,-1,-8
M4 ag,1,4,1,3,1,0,7,2,1,2
CHRM4 antagonist,-8,-8,0,-6,-12,5,-1,-10,-4,13
TAAR1 agonist,2,2,-1,2,0,.,4,0,12,11
M5 PAM,-2,-13,-1,1,-1,1,4,3,6,0

(41) O=C(NC1CCSc2ccccc21)c1cccc(OC(F)F)c1 (stereo not drawn)
(42) Brc1ccc(OCc2ccccc2)c(CNCc2ccncc2)c1
(43) Clc1ccc(CSc2ncn(-c3ccccc3)n2)cc1
(44) COCCCN(C(=S)Nc1c(C)cc(C)cc1C)C(C)c1ccncc1 (stereo not drawn)
(45) C=CCn1c(SCC(=O)NCc2ccco2)nnc1C1CCCCC1
(46) COC(=O)CSc1nc2c(c(C3CC=CCC3)c1C#N)CCC2 (stereo not drawn)
(47) CC(C)c1nnc(NC(=O)c2cccnc2)s1
(48) CCOC(=O)c1c(C(F)(F)F)nc2ncccn12
(49) CCOc1ccc(S(=O)(=O)NCCC(=O)NC2CCCCC2)cc1
(50) CCN(CC)S(=O)(=O)c1cccc(-c2nnc(SCC(=O)NC3CCCCCC3)n2N)c1
compound no.,41,42,43,44,45,46,47,48,49,50
CHRM5 antagonist,-3,15,0,-2,11,6,-3,5,2,5
CHRM1 PAM,5,-20,2,10,-1,-4,10,-7,4,-4
CHRM5 agonist,-6,3,-6,-2,0,-6,0,0,1,0
CHRM1 antagonist,-10,28,-5,-6,-14,-10,-14,13,-8,5
CHRM1 agonist,-9,-3,-7,-8,0,-4,0,-3,-3,-7
M4 ag,2,28,-2,1,1,-2,1,0,1,1
CHRM4 antagonist,-9,29*,5,0,-11,-9,-5,5,-18,14
TAAR1 agonist,-1,14,4,5,1,11,3,8,-1,2
M5 PAM,0,-23,0,3,-15,-6,3,-8,-3,-5

(51) Cc1ccc2[nH]c(=O)cc(C(=O)OCC(=O)c3ccc(F)cc3)c2c1
(52) CCCOc1ccc(C(=O)NCCCn2ccnc2)cc1
(53) COc1ccc(N2CCN(C(=O)c3ccc(-c4nc5ccccc5s4)o3)CC2)cc1
(54) Cc1ccc(S(=O)(=O)N2CCC(C(=O)NCCN3CCOCC3)CC2)cc1
compound no.,51,52,53,54
CHRM5 antagonist,8,-3,4,-2
CHRM1 PAM,2,0,2,0
CHRM5 agonist,2,-3,-3,-1
CHRM1 antagonist,8,5,-5,1
CHRM1 agonist,-2,-5,-4,-4
M4 ag,1,1,2,1
CHRM4 antagonist,13,13,8,5
TAAR1 agonist,1,4,1,2
M5 PAM,2,1,-1,1
